Assay outcomes (PubChem BioAssay)
HPDE-C7K KRASV12: viability loss of HPDE-C7K cells – cell-based, fluorescence, HTS, primary screen (AID 431); cytotoxicity, % at 10 µM, or EC50 in µM where a hit was titrated; HPDE-C7K KRASV12 cells, Alamar Blue viability, 48 h; higher % means a stronger effect; 1.7% of 63,000 active;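 active means compounds whose percent cytotoxicity in the single-dose primary screen, scaled between solvent and toxic-drug controls, exceeds 50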;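 further: 0% = DMSO solvent wells and 100% = doxorubicin-treated wells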
LYP phosphatase: LYP phosphatase inhibitors, primary screen, biochemical, DiFMUP fluorescence, recombinant catalytic domain, 10 µM (AID 606); one-dose inhibition, % at 10 µM; IC50 in µM for titrated hits; recombinant LYP catalytic domain, DiFMUP fluorescence; higher % means a stronger effect; 52,000 tested, under 10 active;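 active means IC50 under 40 µM in the dose-response test; inactive means IC50 of 40 µM or more, or never dose-tested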
Spn PMK inh: S. pneumoniae PMK inhibition. inhibition, % at 10 µM. 0.49% of 65,000 active. purified PMK, PK/LDH-coupled NADH absorbance 340 nm;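 active means top-ranked compounds by inhibition in the single 10 µM screen, taking a fixed number of the strongest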;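 further: 0% = full reaction with DMSO carrier and 100% = background rate without enzyme reaction; no value below 0 was filed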
HPDE-C7 cytotoxicity: cytotoxicity in HPDE-C7 cells, cell-based, fluorescence, HTS (AID 430). HPDE-C7 pancreatic duct cells viability, fluorescence; higher % means a stronger effect. cytotoxicity, % at 10 µM, or EC50 in µM where a hit was titrated. 1.8% of 63,000 active;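 further: cells exposed to compound for 48 hours before viability readout; 0% = vehicle and 100% = reference cytotoxic drug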
HT1080 cytotoxicity: cytotoxicity in HT1080 fibrosarcoma cells, cell-based, fluorescence readout (AID 620); HT1080 viability, fluorescence; higher % means a stronger effect; one-dose cytotoxicity, % at 10 µM; EC50 in µM for titrated hits; 0.42% of 87,000 active;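 further: cells exposed to compound overnight then 4 h with Alamar Blue; 0% = vehicle DMSO and 100% = killing control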
Bfl-1 inhibitors: displacement of Bid BH3 peptide from Bfl-1 – biochemical, fluorescence polarization, FITC-Bid, mouse, primary screen (AID 432); FITC-Bid BH3 peptide fluorescence polarization displacement; higher % means a stronger effect; displacement, % at 20 µM; hits with a dose series show IC50 in µM; 0.02% of 64,000 active; in the data active means a potency from the dose series; inactive means the rest, 99 in 100 with displacement below about 15%; further: strong numbers were not always called active
Alkaline phosphatase: inhibition of tissue-nonspecific alkaline phosphatase – biochemical, luminescent (AID 518); purified TNAP enzyme, luminescent substrate readout; higher % means a stronger effect; inhibition, % at 20 µM, or IC50 in µM where a hit was titrated; 0.09% of 64,000 active; in the data active means a potency from the dose series; inactive means the rest, 99 in 100 with inhibition below about 22%;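 further: plate controls were vehicle for no effect and reference inhibitor for full effect; many of its hits are not listed in these tables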
MK inhibit: inhibitors of Streptococcus pneumoniae mevalonate kinase; purified MK, PK/LDH-coupled NADH absorbance 340 nm; inhibition, % at 10 µM; 0.48% of 65,000 active;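 active means ranked among the strongest by inhibition in the single 10 µM screen, a fixed top-ranked set picked for dose follow-up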; further: no value below 0 was filed
Spn DPM-DC inh: blocks S. pneumoniae diphosphomevalonate decarboxylase; purified DPM-DC, PK/LDH coupled NADH fluorescence; calls only at 10 µM; 0.49% of 65,000 active; AID 556;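 active means the 320 compounds with the highest percent inhibition in the single-dose primary screen, excluding strongly autofluorescent ones, cut at about 32% in these data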;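 further: kinetic rate of NADH fluorescence loss reporting ADP formed by the decarboxylase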
Spn PMK inh pilot replicates: further read-out of Spn PMK inh, marked with its call; inhibition, %; measured here: pilot screen replicates
MK inhibit pilot replicates: recorded beside MK inhibit, whose call it bears; inhibition, %; measured here: pilot screen replicates
Spn DPM-DC inh pilot screen %: recorded beside Spn DPM-DC inh, whose call it bears; inhibition, %; measured here: pilot screen trials
Starred values were filed as active, the others as inactive; i = inactive; nt = no result given. Unless noted, no stated cut-off is given here; in the data, active means cytotoxicity above about 50%; inactive means the rest.

SMILES	HPDE-C7K KRASV12	LYP phosphatase	Spn PMK inh	HPDE-C7 cytotoxicity	HT1080 cytotoxicity	Bfl-1 inhibitors	Alkaline phosphatase	MK inhibit	Spn DPM-DC inh	others
Cc1cc(C)cc(OCC(=O)Nc2cccc(-c3nnc(-c4ccco4)o3)c2)c1	6%	10%	7	0%	12%	-2%	10%	6	i
CCOc1ccc(-c2nnc(N(CC)C(=O)C3CCC3)s2)cc1	-6%	2%	0	-16%	-11%	2%	11%	11	i	Spn PMK inh pilot replicates=2.0;MK inhibit pilot replicates=2.5;Spn DPM-DC inh pilot screen %=0.5
O=C(OCc1cc(-c2ccccc2)no1)c1ccc2ccccc2n1	-12%	6%	12	-17%	1%	2%	8%	9	i
O=C(NCc1ccccc1)c1cc(-c2ccco2)on1	-5%	0%	11	-14%	1%	5%	16%	9	i	Spn PMK inh pilot replicates=9.0;MK inhibit pilot replicates=3.5;Spn DPM-DC inh pilot screen %=3.0
Cc1ccccc1N(CC(=O)NCC1CCCO1)C(=O)C1(C)CC(=O)N=C2C=CC=CN21 (stereo not drawn)	-2%	-8%	12	2%	0%	-14%	16%	17	nt	Spn PMK inh pilot replicates=5.0;MK inhibit pilot replicates=6.0
COc1ccc(OC)c(N2C(=O)CC(C(C)c3ccccc3)C2=O)c1 (stereo not drawn)	-8%	8%	8	-6%	-10%	0%	3%	0	i
CCOC(=O)CSc1nc2ccccc2n1CC(=O)N(C(C)C)C(C)C	-3%	nt	15	-6%	-20%	3%	4%	0	i
CSc1ccccc1NC(=O)c1cnc2scc(C)n2c1=O	3%	11%	5	-5%	1%	-3%	6%	1	i
Cc1ccc(-c2noc(CCC(=O)N3CCCc4ccccc43)n2)cc1	11%	6%	6	16%	-2%	-7%	7%	7	i
O=C(CN1CCc2ccccc2C1)c1cccs1	-6%	nt	18	-13%	3%	-6%	8%	30	i
COc1ccc(C2C3=C(Nc4ncnn42)c2ccccc2CC3)cc1OC (stereo not drawn)	50%*	8%	2	33%	-3%	0%	14%	nt	i
O=c1cc(CN2CCC3(CC2)OCCO3)c2c(ccc3ccccc32)o1	0%	nt	7	1%	4%	-5%	17%	1	i
N#Cc1cc2c(nc1SCc1nc3ccccc3[nH]1)CCC2	nt	-9%	13	nt	21%	23%	13%	10	i
O=C(CCCn1c(=O)c2sccc2n(CC(=O)NCc2ccco2)c1=O)NCc1ccco1	-5%	10%	15	5%	1%	3%	2%	10	i	Spn PMK inh pilot replicates=3.5;MK inhibit pilot replicates=1.5;Spn DPM-DC inh pilot screen %=0.5
Cc1ccc2c(c1)nnn2C1CCN(C(=O)C2CCCCC2)CC1	2%	2%	6	-12%	30%	-5%	1%	0	i
CC(C)C(=O)N(Cc1cc2ccccc2[nH]c1=O)C(C)C	1%	17%	6	-20%	-8%	-1%	8%	9	i
CC(C)(CNC(=O)c1cccs1)CNC(=O)c1cccs1	-19%	-7%	0	-19%	0%	1%	0%	8	i
CCNC(=O)CCC(=O)Nc1cc(Cl)ccc1C	-15%	-7%	6	-7%	4%	-4%	3%	0	i
Cc1cc(O)c(C(C)C)cc1NC1=NS(=O)(=O)c2ccccc21	nt	0%	9	nt	8%	1%	8%	10	i
CC1CN(S(=O)(=O)c2ccc(C(=O)Nc3nnc(-c4ccc5c(c4)CCCC5)o3)cc2)CC(C)O1 (stereo not drawn)	34%	8%	0	42%	3%	-1%	6%	0	nt
Cc1ccc(C(=O)C2=C(O)C(=O)N(CCN3CCOCC3)C2c2ccccn2)o1 (stereo not drawn)	-2%	8%	2	6%	-2%	5%	11%	4	i
CSc1nsc(SCc2ccc(F)cc2)n1	-4%	10%	10	-4%	4%	1%	18%	0	i
CC(CCc1ccccc1)NCC(O)c1ccc(O)c(C(N)=O)c1 (stereo not drawn)	3%	29%	0	-12%	-9%	5%	12%	6	nt	Spn PMK inh pilot replicates=0.0;MK inhibit pilot replicates=0.0
CCN(CC)CCOC(=O)c1ccc(NC(=O)COc2cc(=O)n(CC)c3ccccc23)cc1	24%	-3%	3	9%	-15%	1%	23%	1	i	Spn PMK inh pilot replicates=3.5;MK inhibit pilot replicates=1.0;Spn DPM-DC inh pilot screen %=0.0
Nc1nc(CN2CCOCC2)cs1	3%	nt	15	-1%	nt	-14%	12%	0	i	Spn PMK inh pilot replicates=1.5;MK inhibit pilot replicates=3.0;Spn DPM-DC inh pilot screen %=0.0

Entries above with four or more nitrogen atoms (six):
SMILES	HPDE-C7K KRASV12	LYP phosphatase	Spn PMK inh	HPDE-C7 cytotoxicity	HT1080 cytotoxicity	Bfl-1 inhibitors	Alkaline phosphatase	MK inhibit	Spn DPM-DC inh	others
Cc1ccccc1N(CC(=O)NCC1CCCO1)C(=O)C1(C)CC(=O)N=C2C=CC=CN21 (stereo not drawn)	-2%	-8%	12	2%	0%	-14%	16%	17	nt	Spn PMK inh pilot replicates=5.0;MK inhibit pilot replicates=6.0
COc1ccc(C2C3=C(Nc4ncnn42)c2ccccc2CC3)cc1OC (stereo not drawn)	50%*	8%	2	33%	-3%	0%	14%	nt	i
N#Cc1cc2c(nc1SCc1nc3ccccc3[nH]1)CCC2	nt	-9%	13	nt	21%	23%	13%	10	i
O=C(CCCn1c(=O)c2sccc2n(CC(=O)NCc2ccco2)c1=O)NCc1ccco1	-5%	10%	15	5%	1%	3%	2%	10	i	Spn PMK inh pilot replicates=3.5;MK inhibit pilot replicates=1.5;Spn DPM-DC inh pilot screen %=0.5
Cc1ccc2c(c1)nnn2C1CCN(C(=O)C2CCCCC2)CC1	2%	2%	6	-12%	30%	-5%	1%	0	i
CC1CN(S(=O)(=O)c2ccc(C(=O)Nc3nnc(-c4ccc5c(c4)CCCC5)o3)cc2)CC(C)O1 (stereo not drawn)	34%	8%	0	42%	3%	-1%	6%	0	nt

Later entries.
SMILES	HPDE-C7K KRASV12	LYP phosphatase	Spn PMK inh	HPDE-C7 cytotoxicity	HT1080 cytotoxicity	Bfl-1 inhibitors	Alkaline phosphatase	MK inhibit	Spn DPM-DC inh	others
CCc1c(C)c(C#N)c2nc3ccccc3n2c1N(C)C	11%	8%	10	9%	-3%	-2%	10%	9	i
CCC(C(=O)NCc1ccco1)N(C(=O)CNS(=O)(=O)c1ccc(C)cc1)c1ccccc1OC (stereo not drawn)	nt	5%	0	nt	9%	-8%	8%	8	i
O=C(O)c1ccccc1S(=O)(=O)NCC(O)COC1CCCCC1 (stereo not drawn)	-8%	11%	9	-7%	3%	1%	12%	9	i
COc1cccc(C2=CC(c3cccc(OC)c3OC)n3nnnc3N2)c1 (stereo not drawn)	58%*	nt	7	71%*	33%	3%	10%	5	i
Cc1cccc(C)c1OCc1nnc(SCC(=O)Nc2ccccc2F)o1	-2%	7%	7	-13%	0%	-8%	-1%	0	i	Spn PMK inh pilot replicates=0.0;MK inhibit pilot replicates=0.0;Spn DPM-DC inh pilot screen %=0.0
COCCCn1c(SCC(=O)N2CCCCC2C)nnc1-c1ccco1 (stereo not drawn)	0%	2%	10	-6%	-9%	-8%	4%	11	i
COC(=O)N(C)CCCC1(C)C(=O)N(C)c2ccc(O)cc21 (stereo not drawn)	0%	nt	15	3%	1%	-3%	9%	0	i
CC(=O)N1CCc2cc(S(=O)(=O)NCCC(=O)Nc3cc(C)cc(C)c3)ccc21	-9%	6%	9	4%	-7%	-3%	16%	9	i	Spn PMK inh pilot replicates=0.5;MK inhibit pilot replicates=1.5;Spn DPM-DC inh pilot screen %=1.0
CC1Oc2ccccc2N(CC(=O)N(Cc2ccccc2)Cc2ccccn2)C1=O (stereo not drawn)	-2%	4%	11	7%	0%	2%	15%	0	i	Spn PMK inh pilot replicates=4.0;MK inhibit pilot replicates=0.0;Spn DPM-DC inh pilot screen %=0.0
c1ccc2c(c1)OCC(c1nnc3sc(-c4cnccn4)nn13)O2 (stereo not drawn)	3%	10%	0	-8%	5%	2%	18%	9	i
CCOC(=O)N1CCN(C(=O)C(C)n2nc(C)n3c(cc4sccc43)c2=O)CC1 (stereo not drawn)	-10%	11%	8	-8%	11%	-13%	1%	7	i
CCOc1cc(C(=O)NCCOC)ccc1OC	1%	0%	5	-7%	3%	0%	5%	7	i
CCOC(=O)C(NC(C)=O)(Nc1ccc(F)cc1)C(F)(F)F (stereo not drawn)	16%	nt	8	6%	2%	-4%	8%	3	i
O=C(O)CC1Oc2ccc(Cl)cc2NC1=O (stereo not drawn)	3%	9%	0	5%	7%	0%	7%	4	i
C=CCn1c(SCC(=O)Nc2nc3ccccc3s2)nnc1-c1ccccc1O	27%	12%	12	22%	2%	0%	11%	11	i
CCn1c(N)c(C(=O)NCc2ccc3c(c2)OCO3)sc1=S	2%	nt	11	12%	19%	-6%	17%	10	i
Fc1ccc(Br)cc1/C=N/n1cnnc1	-6%	15%	9	-4%	-8%	-2%	11%	7	i
O=C(CNC(=O)c1ccccc1F)NC1CC1	-12%	14%	0	-12%	0%	0%	2%	5	i
COc1cccc(C2CC(c3cccc(C)c3)n3ncnc3N2)c1 (stereo not drawn)	-8%	7%	8	-6%	-8%	-1%	-2%	5	i
O=C(Cc1c(C(=O)O)[nH]c2ccccc12)NC1CCN(Cc2ccccc2)CC1	0%	nt	18	-1%	-4%	-5%	11%	3	i
COc1ccc(CN2CC(C(=O)NCCCN3CCOCC3)CC2=O)cc1 (stereo not drawn)	-15%	6%	0	-17%	-6%	-5%	3%	0	i
CCNc1nc(NC(C)C)nc(N(C#N)Cc2ccccc2)n1	3%	nt	15	6%	-7%	-5%	10%	4	i
Cc1ccc(NC(=O)CSc2nnc(C3CCCCC3)n2N)cc1F	-8%	10%	13	-10%	-11%	-7%	4%	8	i
